GPR151 activ = activates the human receptor GPR151. PathHunter beta-arrestin GPR151 cells, luminescence. activation, % at 11.2 µM. Q8TDV0. actives 1% (n = 650,000); in the data active = activation above about 4.9%;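 also: 0% = median of compound wells and 100% = cells with positive control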
Target sequence (Q8TDV0 whole entry, looked up): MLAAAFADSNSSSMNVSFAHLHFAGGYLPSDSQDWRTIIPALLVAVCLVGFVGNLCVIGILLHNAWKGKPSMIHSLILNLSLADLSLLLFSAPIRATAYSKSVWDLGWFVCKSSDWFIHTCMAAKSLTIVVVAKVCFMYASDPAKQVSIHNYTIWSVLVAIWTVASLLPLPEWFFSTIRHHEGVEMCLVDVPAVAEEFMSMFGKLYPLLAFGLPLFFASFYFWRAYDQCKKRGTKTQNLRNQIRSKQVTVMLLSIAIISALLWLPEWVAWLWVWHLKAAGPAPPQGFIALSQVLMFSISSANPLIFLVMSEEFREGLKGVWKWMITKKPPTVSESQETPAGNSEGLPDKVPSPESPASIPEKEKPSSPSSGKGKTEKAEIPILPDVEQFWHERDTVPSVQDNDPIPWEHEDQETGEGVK
MITF inh = inhibitors of human MITF; AlphaScreen MITF homodimerization, bead proximity signal; inhibition, % at 2.6 µM; actives 0.91% (n = 650,000); AID 1259374; in the data active = inhibition above about 50%;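 also: 0% = vehicle wells with protein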
TEAD-YAP inh = TEAD-YAP interaction inhibition | HEK-TIYL cells, TEAD-Gal4/YAP UAS-luciferase luminescence | inhibition, % at 9.12 µM | actives 1.4% (n = 640,000) | AID 1259422; in the data active = inhibition above about 32%;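 also: 0% = median of test compound wells and 100% = reference inhibitor wells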
FBW7 activator = activators of human E3 ligase FBW7; normalized activity (activation), % at 26.1 µM; actives 0.13% (n = 650,000); AlphaScreen FBW7–phospho-cyclin E peptide binding, activator screen; AID 1259310; in the data active = normalized activity above about 1.9%;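 also: purified mutant Fbw7 with reduced substrate affinity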
Target sequence (Q969H0 whole entry, looked up): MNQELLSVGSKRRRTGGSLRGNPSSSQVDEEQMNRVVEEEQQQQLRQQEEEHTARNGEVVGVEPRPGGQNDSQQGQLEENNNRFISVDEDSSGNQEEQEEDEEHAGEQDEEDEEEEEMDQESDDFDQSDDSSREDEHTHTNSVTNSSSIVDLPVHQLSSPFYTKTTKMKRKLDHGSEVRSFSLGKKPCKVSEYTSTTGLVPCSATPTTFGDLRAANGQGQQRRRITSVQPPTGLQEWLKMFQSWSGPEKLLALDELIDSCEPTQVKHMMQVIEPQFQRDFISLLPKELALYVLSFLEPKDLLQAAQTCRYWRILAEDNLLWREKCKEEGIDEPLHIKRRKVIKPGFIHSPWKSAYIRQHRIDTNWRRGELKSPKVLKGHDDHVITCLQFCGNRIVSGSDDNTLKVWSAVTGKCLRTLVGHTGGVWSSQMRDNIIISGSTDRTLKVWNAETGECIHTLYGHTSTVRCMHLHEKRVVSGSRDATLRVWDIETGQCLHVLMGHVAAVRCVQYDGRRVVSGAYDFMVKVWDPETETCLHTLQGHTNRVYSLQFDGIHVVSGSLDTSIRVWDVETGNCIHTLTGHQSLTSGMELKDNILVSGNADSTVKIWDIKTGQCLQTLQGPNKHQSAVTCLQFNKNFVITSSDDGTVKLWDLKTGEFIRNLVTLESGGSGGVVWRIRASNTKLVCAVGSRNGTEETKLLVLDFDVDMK
Active calls of the source: *.

SMILES	GPR151 activ	MITF inh	TEAD-YAP inh	FBW7 activator
CC1=C(C(=O)OC(C)C)C(c2cccc(Cl)c2Cl)C2=C(CCCC2=O)N1 (stereo unspecified)	0.3	5.0	3.1	0.1
COc1ccc(C(=O)N/N=C/c2sc3ccccc3c2O)cc1	-0.5	9.6	7.9	-0.2
O=c1[nH]c2ccc(S(=O)(=O)O)cc2[nH]c1=O	-1.1	12.2	-0.2	0.0
CS(=O)c1cnc(N)nc1-c1ccc(C(F)(F)F)cc1 (stereo unspecified)	2.2	-2.1	8.9	0.0
O=C(CSCC(=O)c1ccccc1)Nc1ccccc1Cl	-0.5	10.5	3.5	0.0
O=C(Nc1ncn[nH]1)c1ccccc1O	2.0	13.1	5.8	0.6
Nc1ccc(C(=O)N2CCOCC2)cc1[N+](=O)[O-]	0.0	5.6	-18.1	0.6
CN(CC(=O)Nc1ccc(F)c(Cl)c1)S(=O)(=O)c1ccc2ccccc2c1	-0.8	10.2	9.7	0.3
CN1CCN(c2nc3c(=O)[nH]cnc3n2C2OC(CO)C(O)C2O)CC1 (stereo unspecified)	2.1	-8.3	2.4	-0.1
CN1CCCC(OC(=O)C2CCCCC2)C1 (stereo unspecified)	0.5	-2.6	3.4	0.1

Single entries from the entries so far.
Reading of CS(=O)c1cnc(N)nc1-c1ccc(C(F)(F)F)cc1 (stereo unspecified) under FBW7 activator: 0.0
Reading of COc1ccc(C(=O)N/N=C/c2sc3ccccc3c2O)cc1 under MITF inh: 9.6

The listing continues.
SMILES	GPR151 activ	MITF inh	TEAD-YAP inh	FBW7 activator
O=C(Nc1ccc(S(=O)(=O)N2CCOCC2)cc1)c1cccc2ccccc12	-0.7	6.8	-7.1	0.0
C=CCn1c(SCc2ccncc2)nc2cc(C(=O)NCc3ccco3)ccc2c1=O	-1.6	8.9	-3.5	0.5
O=C(NC1CCCCC1)C(c1ccccc1)N1CCCC1 (stereo unspecified)	-0.1	3.5	-1.0	0.7
N#CC1=C(N)Oc2cc(O)ccc2C1c1ccccc1 (stereo unspecified)	-0.6	17.4	-3.0	0.2
Cc1cc(C)n2nc(C(=O)Nc3nc4ccc(S(N)(=O)=O)cc4s3)nc2n1	0.4	17.2	-10.8	0.6
CCc1ccc(C2NC(=O)NC3=C2C(=O)CC(C)(C)C3)cc1 (stereo unspecified)	1.7	4.3	8.7	-0.2
CC(C)CCC1(C)NC(=O)N(CC(=O)Nc2ccc(F)c(F)c2F)C1=O (stereo unspecified)	-0.9	-3.0	3.1	0.1
Cc1cccc2c1cnn2C(=O)CCC(=O)NC(C)C	-0.2	10.3	0.7	-0.1
Cn1cnnc1Sc1ccc(S(=O)(=O)Nc2ccccc2)cc1[N+](=O)[O-]	2.8	-3.5	11.8	-0.1
Cc1ccc(N2C(=O)CSC2=S)cc1C	-0.7	1.6	-1.7	-0.1
COc1ccccc1C1=NN(C)C(=NCc2ccccc2)SC1	-1.7	3.8	-7.9	0.0
CC1CCc2c(sc3ncnc(SCC(=O)NC(C)(C)C)c23)C1 (stereo unspecified)	-0.3	3.2	-10.5	0.1
Cc1nc(N)c(C#N)c(-c2ccco2)c1C	0.3	11.9	-9.4	0.0
Cc1ccc(NC(=O)COc2ccc3c(C)cc(=O)oc3c2)c([N+](=O)[O-])c1	0.1	13.7	1.7	0.1
CCOc1ccc(NC(C)C(=O)N/N=C/c2cc(Cl)ccc2O)cc1 (stereo unspecified)	0.1	24.5	27.1	0.0
COc1ccc(C2CC(C3(C)CCCCC3)=NO2)cc1 (stereo unspecified)	-1.0	7.3	-64.3	0.0
COc1ccc(CCNc2cc(N3CCNCC3)ccc2[N+](=O)[O-])cc1OC	1.1	5.6	19.3	-0.1
COc1ccc(N2CCN(S(=O)(=O)c3ccc4c(c3)CCCC4)CC2)c([N+](=O)[O-])c1	-1.0	7.0	3.2	-0.1
COc1ccc(CN2CCN(C3CCCC3)C(CCO)C2)cc1 (stereo unspecified)	-0.4	14.4	-1.4	0.0
O=C(Nc1ccc([N+](=O)[O-])cc1)c1ccc2ccccc2n1	0.3	-9.6	8.3	0.3
C[C@H](Nc1ccc(C(F)(F)F)cc1[N+](=O)[O-])C(=O)OCC(=O)c1cccs1	-1.7	5.6	5.3	0.0
CCOC(=O)c1cnc(SCc2ccc(OC)cc2)nc1N	0.0	1.3	-30.9	0.6
Cc1cccc(NC(=O)CN2C(=O)N/C(=C/c3cccn3-c3ccccc3)C2=O)c1	-1.0	-5.0	-1.4	0.0
CCc1ccc2oc(-c3ccccc3)cc(=NCCO)c2c1	0.2	-2.6	-50.1	-0.1
CN(CC(=O)NC1CCCCCC1)S(=O)(=O)c1ccc2c(c1)CCC(=O)N2	0.1	16.2	2.0	0.1
CCOC(=O)c1ccc(CN2C(=O)C(=O)c3cc([N+](=O)[O-])ccc32)o1	-0.1	2.5	23.6	0.5
COc1cccc(CN(CCN(C)C)C(=O)Nc2ccc(-c3cn[nH]c3)cc2OCCN(C)C)c1	-0.5	30.5	5.8	0.5
COc1cc2nc(NCc3ccc4c(c3)OCO4)nc(NC3CC3)c2cc1OC	0.2	3.9	16.6	-0.1
CC(C)(C)OC(=O)N1CCC(c2nc(-c3ccncc3)no2)C1 (stereo unspecified)	1.0	13.1	-10.2	0.1
O=C(c1ccco1)N1C2CCC1CC(c1ccc(F)cc1)C2 (stereo unspecified)	8.6*	-5.6	-6.2	0.1
CCOC(=O)N1CCC(NC(=O)c2ccc3nc(-c4cccs4)c(-c4cccs4)nc3c2)CC1	-0.1	-3.4	-2.4	-0.3
Cc1ccc2cc(C#N)c(SCC(=O)Nc3ccccc3N3CCOCC3)nc2c1	-0.2	0.1	-7.2	-0.4
Cc1nc(N2CCOCC2)c2c(C)c(C(=O)NCC3CCCO3)sc2n1 (stereo unspecified)	-1.7	3.5	-3.3	0.6
Cc1ccc(C2=NC(c3ccc(F)c(Br)c3)NC(c3cc(Br)ccc3O)C2)cc1 (stereo unspecified)	0.7	7.5	5.3	0.0
CCOc1ccc(S(=O)(=O)Nc2ccc(Cl)cc2C)cc1	-0.6	-3.4	53.0*	0.0
CC(C)c1nnc2n1CCN(Cc1cccc3nccnc13)CC2	0.8	7.8	11.1	0.1
O=C(NCc1ccccc1)c1ccccc1-c1nc2ccccc2[nH]1	0.2	12.1	1.7	0.2
NC(=O)c1ccc(N2CCN(S(=O)(=O)c3ccc4ccccc4c3)CC2)c([N+](=O)[O-])c1	2.8	3.5	45.2*	-0.2
Cc1ccccc1CN1CCN2C(=O)[C@H](COCc3ccccc3)NC(=O)[C@H]2C1	-0.2	-7.5	2.9	0.0
CC(C)OC(=O)C(C(=O)C(F)(F)F)c1cc(NS(=O)(=O)c2ccc(F)cc2)c2ccccc2c1O (stereo unspecified)	0.4	4.2	11.0	0.1

Record cards, as listed above. Screens in order: GPR151 activ, MITF inh, TEAD-YAP inh, FBW7 activator
`Cc1ccc2cc(C#N)c(SCC(=O)Nc3ccccc3N3CCOCC3)nc2c1` as listed: -0.2, 0.1, -7.2, -0.4
`CC1CCc2c(sc3ncnc(SCC(=O)NC(C)(C)C)c23)C1` (stereo unspecified) as listed: -0.3, 3.2, -10.5, 0.1

Further compounds follow.
SMILES	GPR151 activ	MITF inh	TEAD-YAP inh	FBW7 activator
CCOC(=O)c1c[nH]c2c(Cl)c(Cl)ccc2c1=O	0.6	4.0	4.1	0.0
CCN1CCN(CC(=O)N2CCC(CCC(=O)NCc3ccc(F)cc3)CC2)CC1	0.0	8.6	2.8	0.0
Cc1ccc2c(c1)c(=O)c1ccccc1n2CC(=O)Nc1cc(Cl)ccc1C	-1.2	-9.7	-8.3	-0.2
COc1cc(NC(=O)c2cccc(-c3ccc(C(N)=O)cc3)c2)cc(OC)c1OC	1.1	9.4	7.4	0.1
Cc1nnc2n1NC(c1ccccc1)C(C(=O)Nc1ccccc1C(F)(F)F)S2 (stereo unspecified)	0.5	3.7	4.2	-0.1
COc1cc2nc(-c3cccnc3)n(-c3cc(C(C)(C)C)c(O)c(C(C)(C)C)c3)c2cc1OC	1.2	0.0	-2.6	0.1
COc1cc([N+](=O)[O-])ccc1NC(=S)NCCN1CCCCC1	-0.5	2.6	-2.6	0.0
COc1ccc(N2CCN(C(=O)COc3ccccc3)CC2)cc1	4.4	-0.5	5.8	-0.1
CN(CC(=O)N1CCN(c2ccccn2)CC1)S(=O)(=O)c1cc(Cl)ccc1Cl	1.0	1.4	-4.1	0.0
CCOC(=O)c1c(NC(=O)CC(C)=O)sc(C)c1C	0.5	-2.4	-9.0	-0.1

Already shown: entries from further up.
SMILES	GPR151 activ	MITF inh	TEAD-YAP inh	FBW7 activator
CCOC(=O)c1c[nH]c2c(Cl)c(Cl)ccc2c1=O	0.6	4.0	4.1	0.0
CCN1CCN(CC(=O)N2CCC(CCC(=O)NCc3ccc(F)cc3)CC2)CC1	0.0	8.6	2.8	0.0
Cc1ccc2c(c1)c(=O)c1ccccc1n2CC(=O)Nc1cc(Cl)ccc1C	-1.2	-9.7	-8.3	-0.2

More records follow:
SMILES	GPR151 activ	MITF inh	TEAD-YAP inh	FBW7 activator
COc1ccc(/C=N/NC(=O)c2ccco2)cc1Cn1nc(C)c([N+](=O)[O-])c1C	-0.5	-8.1	-27.2	-0.3
CC(=O)Nc1ccc(NC(=O)c2cccc(-c3cccc(C(C)=O)c3)c2)cc1	-0.4	-0.4	4.2	0.0
COc1ccc(CN2CCN(C(=O)c3ccccc3F)CC2)cc1OCc1ccccc1	1.9	43.0	4.1	0.2
CC1=Nc2cc(C(=O)NCCN3CCOCC3)ccc2Sc2c(C)ccc(C)c21	-1.1	-17.3	15.8	0.2
O=C(NC(=S)Nc1nc2ccccc2s1)c1ccc(F)cc1	0.5	3.7	-43.6	-0.1
CCOC(=O)c1c(-c2ccc(OC)cc2)csc1NC(=O)CSc1ncnc2sc3c(c12)CCCC3	0.4	-2.3	-2.7	0.8
O=C(Nc1ccc2[nH]ncc2c1)C1CCCN(C(=O)[C@@H](O)c2ccccc2Cl)C1 (stereo partly specified)	0.6	7.6	-8.4	-0.1
O=C(COc1ccc(Cl)cc1)Nc1ccccc1-c1nc2ccccc2[nH]1	-0.4	-8.0	4.6	0.2
COCCSc1nnc(NC(=O)c2ccc(C)c(C)c2)s1	0.1	3.0	-45.8	-0.2
Cc1oc2ccc(OC(=O)c3cccc([N+](=O)[O-])c3)cc2c1C(=O)OC(C)C	-0.6	5.1	11.4	0.2

Three records drawn at random from those above:
SMILES	GPR151 activ	MITF inh	TEAD-YAP inh	FBW7 activator
Cc1cc(C)n2nc(C(=O)Nc3nc4ccc(S(N)(=O)=O)cc4s3)nc2n1	0.4	17.2	-10.8	0.6
O=C(NCc1ccccc1)c1ccccc1-c1nc2ccccc2[nH]1	0.2	12.1	1.7	0.2
CCOC(=O)c1c[nH]c2c(Cl)c(Cl)ccc2c1=O	0.6	4.0	4.1	0.0

Going on with the list:
SMILES	GPR151 activ	MITF inh	TEAD-YAP inh	FBW7 activator
Cc1cccc(-c2ncc(CN3CCN(Cc4ccc(F)cc4)C(CCO)C3)cn2)c1 (stereo unspecified)	0.9	12.0	6.0	0.1
NS(=O)(=O)c1ccc(CCNS(=O)(=O)c2ccccc2[N+](=O)[O-])cc1	0.6	-12.7	-13.4	-0.1
Cc1ccccc1COc1cccc2ccc(N3CCC(C(N)=O)CC3)nc12	-0.8	-2.3	5.6	-0.1
C=CCN1C(=O)C(O)(CC(=O)c2ccc(CC)cc2)c2ccccc21 (stereo unspecified)	1.9	-0.3	6.9	0.3
CCOC(=O)c1cnn(-c2ncnc3sc(C)c(-c4ccc(F)cc4)c23)c1N	-0.1	11.8	-13.9	0.1
Cc1cc(NC(=O)C2CCCN2S(=O)(=O)c2cccs2)n(C(C)C)n1 (stereo unspecified)	-0.7	-9.1	-1.7	-0.2
CC(C)CCNC(=O)CN(C(=O)CCC(=O)Nc1ccccn1)c1ccc(C(C)C)cc1	0.1	-2.9	-0.2	-0.1
COCCNC(=O)C(=O)NCCc1ccccc1	-0.6	3.5	-2.7	0.1
CCCN1C(=O)/C(=C/c2c(N3CCOCC3)nc3c(C)cccn3c2=O)SC1=S	-0.6	4.1	-2.0	-0.1
Cc1ccc2nc(-c3ccc(NC(=O)c4cccc5c(Br)cccc45)cc3)sc2c1	0.4	0.9	-10.1	0.0
COc1ccc(C(=O)N2CCN(CCNC(=O)C(=O)Nc3ccccc3)CC2)cc1	-1.4	-14.9	-10.5	-0.1
CCCN(CCC)C(=O)C(=O)c1c(C)n(C)c2ccccc12	-0.1	2.4	0.7	0.0
COc1ccc(OC)c(NC(=O)CC2Nc3cc(C)c(C)cc3NC2=O)c1 (stereo unspecified)	-1.6	-14.2	1.1	0.0
CCCc1cc(=O)[nH]c2nnc(SCC(=O)Nc3cccc(NC(C)=O)c3)n12	-2.0	19.3	-4.2	1.2
O=C(NC1CCCCC1)c1cc(-c2ccc3c(c2)OCO3)on1	-1.0	9.3	-2.9	-0.1
O=C1COc2cc(S(=O)(=O)NCc3ccc(F)cc3)ccc2N1	0.6	-10.8	-2.7	-0.3
COc1cc(C2C(C(=O)OC3CCCC3)=C(C)NC3=C2C(=O)CC(c2cccs2)C3)ccc1O (stereo unspecified)	-0.3	14.6	10.2	0.9
CC(C)NC(=O)c1ccc(-n2c(=S)[nH]c3ccccc3c2=O)cc1	-0.4	-4.5	-7.5	-0.1
CCOC(=O)c1cc2sc(C)cc2n1CC(=O)NC(C)C	-0.5	4.9	3.3	-0.1
O=C(NCc1ccccn1)c1ccc(Cn2ccnc2)cc1	2.3	3.5	3.6	-0.3
COc1ccc(-c2cc(C(=O)Nc3cc(C)on3)c3ccccc3n2)cc1OC	0.1	-3.9	-2.3	0.3
Cc1cc(-c2cn[nH]c2C2CCN(C(=O)C(C)C)CC2)on1	2.8	-5.4	15.2	-0.1

High-throughput results as filed in PubChem.
